TRPV1 agonist = agonists of human vanilloid receptor 1 (TRPV1) | actives 0.19% (n = 320,000) | AID 540275 | Q8NER1 | activation, % at 8.33 µM | TRPV1-expressing cells, Fluo-8 calcium influx, agonist mode; in the data active = activation above about 80%; inconclusive = between about 30% and that limit; note: 0% is about no effect
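TRPV1-expressing cells were cultured overnight at 35.5C and loaded with Fluo-8 calcium dye for 40 to 90 min at room temperature. After a 10 s baseline, compound was added and calcium influx was read kinetically for 3 min (ex 480/em 520 nm).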
AT treatment = candidate therapy for ataxia-telangiectasia; actives 0.19% (n = 320,000); Potency, µM (series often up to 57.5 µM), for inactives: at the highest dose activation, actives largely listed as activators; […] A-T fibroblasts, KAP-1 phosphorylation AlphaLISA; neocarzinostatin DNA damage 30 min before lysis; note: potency is the fitted concentration of half-maximal effect; % of control where 0% means no effect; nearly all actives have a fitted effect of over 45% in size
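ATM-like activity read as KAP-1 phosphorylation via AlphaLISA donor/acceptor antibody pairs after lysis and 6 hr at 25C. Cells were ATM-null patient fibroblasts ([…], hTERT), dosed 60 min, then exposed to the DSB inducer NCS for 30 min.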
B2AR arrestin = recruits beta-arrestin to the human beta2-adrenergic receptor; actives 0.02% (n = 330,000); beta-arrestin recruitment to beta2AR, cell-based reporter; AID 492947; Potency, µM (titrated, usually from 46.1 µM), inactives show at the top dose activation, usual class: activators; P07550;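 note: potency is the fitted concentration of half-maximal effect; 0% = DMSO controls and full agonism = EC100 isoproterenol or metaproterenol; nearly all actives have a fitted effect of over 65% in size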
Target sequence (P07550 whole entry, looked up): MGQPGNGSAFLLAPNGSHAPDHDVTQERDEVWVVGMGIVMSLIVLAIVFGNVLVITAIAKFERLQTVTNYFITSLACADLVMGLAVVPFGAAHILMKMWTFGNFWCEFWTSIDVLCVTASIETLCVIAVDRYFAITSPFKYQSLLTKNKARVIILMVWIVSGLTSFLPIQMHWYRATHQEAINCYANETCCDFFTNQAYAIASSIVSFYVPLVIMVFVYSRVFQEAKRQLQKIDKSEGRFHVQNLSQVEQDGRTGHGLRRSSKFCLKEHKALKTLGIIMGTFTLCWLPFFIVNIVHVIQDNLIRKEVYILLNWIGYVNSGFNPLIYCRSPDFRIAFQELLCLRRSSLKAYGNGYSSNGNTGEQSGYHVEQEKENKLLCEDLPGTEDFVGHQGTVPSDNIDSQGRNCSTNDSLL
a7 integrin act = activators of alpha7 integrin expression for muscular dystrophy; Potency, µM (series often up to 38.3 µM), inactives show at the top dose activation, hits mostly activators; actives 0.064% (n = 350,000); alpha7betagal myoblasts, beta-gal FDG fluorescence, 48 h;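 note: potency is the fitted concentration of half-maximal effect; 100% = response of the positive control SU9516; nearly all actives have a fitted effect of over 60% in size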
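Alpha7betagal+/- myoblasts (passage 13) were plated 16-24 hr, then exposed to compounds (1:260 dilution of DMSO stock) for 48 hours at 37C. After MPER lysis, β-galactosidase reporter activity was read as FDG fluorescence (ex 480/em 540) after 30 minutes.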
TCR activator = activators of T cell receptors | Potency, µM (series often up to 9.22 µM), without a hit: top-dose activation of IL-2 secretion, actives largely listed as activators | AID 504894 | 330,000 tested, under 10 active | primary human leukocytes, anti-CD3, IL-2 HTRF, 48 h; note: % of control where 0% means no effect
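HTRF read-out of IL-2 secretion: europium cryptate donor excited at 320nm, d2 acceptor emission at 665nm. Cells were primary human leukocytes incubated 48 hr with compounds and a-CD3 beads, supplying TCR signal only.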
BRCA1 expr up = activators of BRCA1 expression; Potency, µM (highest dose often 46.1 µM), without a hit: at the top dose activation, most hits filed as activators; MCF7-BRCA1-FFLuc reporter, luminescence, 48 h; response scale: scaled: vehicle 0%, 10 µM genistein 100%; actives 1.1% (n = 380,000); note: potency is the fitted concentration of half-maximal effect; nearly all actives have a fitted effect of over 80% in size; some results filed as inactive show a strong effect at the top dose
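Using MCF7 cells harboring a BRCA1 firefly luciferase reporter, plated 2 h before compound pinning, the screen measured luminescence after 48 h incubation. Responses were normalized to DMSO and 10 microM genistein, then fitted for concentration-effect.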
CXXC DNA block = MLL CXXC-DNA interaction inhibition. actives 0.037% (n = 290,000). Potency, µM (top dose mostly 115 µM), inactives show at the top dose activity change, negative = inhibition, actives largely listed as inhibitors. MLL-CXXC / FITC-HOXA9 DNA fluorescence polarization; active = well fitted inhibition curve with a large enough effect in the polarisation, with a control signal flat, not every such curve was filed as active; inconclusive = small, poorly fitted or top-dose-only effect, or effect the other way, or a change in a side signal; inactive = no such curve, though single readings can be large or run the other way; the % refers to the polarisation; note: potency is the fitted concentration of half-maximal effect
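Steps: dispense CXXC domain solution (7 uM) → pin compounds or unlabeled HOX-A9 DNA control → 5 min ambient → add FLSN-HOX-A9 solution (50 nM) → spin → 30 min ambient → fluorescence polarization. Tris pH 7.5/NaCl/DTT/BSA buffer.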
ELG1 repair inh = inhibitors of ELG1-dependent DNA repair in HEK293T cells; actives 2.3% (n = 330,000); AID 504467; HEK293T ELG1-luciferase reporter, luminescence, 16 h; DNA damage induced by 5-fluorouridine; Potency, µM (top dose mostly 46.1 µM), for inactives: at the highest dose activity change, negative = inhibition, hits mostly inhibitors; note: potency is the fitted concentration of half-maximal effect; % is set by controls: 0 for no effect and ±100 for the full control effect; nearly all actives have a fitted effect of over 55% in size
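Quantitative HTS, concentration-response format. 2,000 cells/well co-treated with 5-fluorouridine and compound, 16 hr in 5% CO2 at 37 °C; ONE-Glo luminescence read after 30 min.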
PTAP TSG101 blk = blocks PTAP/TSG101 interaction to inhibit HIV-1 budding; Q99816; Fluorescence polarization, FITC-PTAP peptide / Tsg101 binding; Potency, µM (top dose mostly 115 µM), for the others: at the highest dose activity change, negative = inhibition, usual class: inhibitors; 340,000 tested, under 10 active; active = well fitted inhibition curve with a large enough effect in the main read-out, with a control signal flat, not every such curve was filed as active; inconclusive = small, poorly fitted or top-dose-only effect, or effect the other way, or a change in a side signal; inactive = no such curve, though single readings can be large or run the other way; note: potency is the fitted concentration of half-maximal effect; % of control where 0% means no effect
Target sequence (Q99816 whole entry, looked up): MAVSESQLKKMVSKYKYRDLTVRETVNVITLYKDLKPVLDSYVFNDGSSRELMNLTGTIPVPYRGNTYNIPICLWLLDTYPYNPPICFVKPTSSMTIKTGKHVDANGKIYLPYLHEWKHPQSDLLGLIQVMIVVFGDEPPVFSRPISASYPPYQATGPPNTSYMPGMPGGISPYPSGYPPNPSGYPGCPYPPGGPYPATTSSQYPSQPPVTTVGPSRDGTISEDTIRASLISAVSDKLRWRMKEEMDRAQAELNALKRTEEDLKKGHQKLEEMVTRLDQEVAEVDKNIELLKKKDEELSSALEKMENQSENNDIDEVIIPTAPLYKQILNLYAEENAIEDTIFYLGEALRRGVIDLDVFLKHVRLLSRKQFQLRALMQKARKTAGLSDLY
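Steps: Tsg101 binding domain dispensed (10 uM final), compounds pinned in DMSO, FITC-labeled PTAP-motif peptide added (50 nM final); after 20 min binding at room temperature, polarization measured.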
p53 reactivator = re-activators of mutant p53 | H1299 p53-A138V BP100-luciferase reporter, luminescence, 24 h | actives 0.063% (n = 320,000) | Potency, µM (top dose mostly 92.2 µM), for the others: at the highest dose activity change, positive = activation, actives largely listed as activators; note: potency is the fitted concentration of half-maximal effect; % of control where 0% means no effect; nearly all actives have a fitted effect of over 45% in size
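p53-null H1299 cells stably carrying temperature-sensitive p53-A138V and a BP100-luciferase reporter were pinned with compounds (4-point, 1:5 series) and held 24 hrs at 37 deg C. Luminescence was read 10 min after detection reagent.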
* hit, by the source's call; ? = inconclusive; . = not tested or not shown; [ ] = dose if it differs, or a comment. Unless noted, calls come from the whole dose curve; as a rule, active = well fitted curve in the direction sought with a large enough effect; inconclusive = small, poorly fitted or top-dose-only effect, or another doubt; inactive = no such curve, though single readings can be large; an effect the other way counts as inactive or inconclusive.

SMILES | TRPV1 agonist | AT treatment | B2AR arrestin | a7 integrin act | TCR activator | BRCA1 expr up | CXXC DNA block | ELG1 repair inh | PTAP TSG101 blk | p53 reactivator
CCN1C(=O)[C@@H]2[C@@H](c3ccc(-c4cccc(Cl)c4)cc3)N3CCC[C@@]3(C(=O)OC)[C@@H]2C1=O | 4 | 10% | 0.0% | -6% | -5% | -5% | . | ? | 3% | -6%
CCn1c(SCC(=O)Nc2ccc(N3CCOCC3)cc2)nnc1-c1ccc(OC)cc1 | 10 | -1% | -0.2% | 21%[7.66 µM] | 2% | 16% | -5% | -23% | -7% | 3%
Cc1cc(C(=O)NNC(=O)CCCOc2ccccc2)c(C)o1 | 3 | -5% | -0.4% | -3% | 6% | 0% | . | 26% | 0% | -5%
S=C(NC1CCCCC1)N1CCc2[nH]c3ccccc3c2C1 | -2 | -15% | -1.0% | 15% | 4% | 13% | -4% | -4% | -1% | 0%
Cn1c(=O)c2c(nc(OCc3cccnc3)n2Cc2c(F)cccc2Cl)n(C)c1=O | -2 | 0% | -0.4% | -25% | -4% | -47% | 1% | 0% | -7% | 1%
CCCCCn1c(Sc2ncccn2)nc2c1c(=O)[nH]c(=O)n2C | 2 | -6% | 0.0% | -25% | 1%[46.1 µM] | -2% | -7% | -8% | -3% | -6%
Cc1cccc(NC(=O)Cn2cc(C(=O)c3ccco3)c3ccccc32)c1 | 3 | -1% | -0.4% | -18% | 2% | -11% | 0% | ? | 2% | 3%
CSc1nsc(SC)c1NC(=O)N1CCCCC1 | -2 | . | -0.7% | 12% | 0% | -9% | 1% | ? | 1% | -1%
COc1ccc(-n2cnc3sc4c(c3c2=O)CCCC4)cc1 | 16 | -1% | 0.3% | -33% | 9% | 49% | 8% | ? | -7% | 6%
Cc1ccc(N2CCN(C(=S)c3ccc(-c4cccc([N+](=O)[O-])c4)o3)CC2)cc1 | 9 | 2% | -1.1% | 8% | 7% | 0% | -9% | -24% | 0% | ?
CCCCS(=O)(=O)NC1=NCN(CCOC(=O)c2ccccc2)CN1 | . | . | . | 3% | -3% | 2% | . | . | 1% | .
O=C(CN1C(=O)NC2(CCCC2)C1=O)N1CCN(c2cccc(C(F)(F)F)c2)CC1 | -1 | 3% | 0.2% | 10% | 2% | -14% | . | -22% | -2% | 1%
CCOC(=O)Cc1cc(=O)n2[nH]c(C)c(-c3ccc(Cl)cc3)c2n1 | -2 | 3% | -0.6% | -29% | 6% | -72% | 3% | -17% | -2% | -4%
COc1ccc(NC(=O)CC2Oc3ccccc3NC2=O)cc1 (stereo not given) | -3 | -1% | -0.2% | 12% | 2% | -13% | -1% | ? | -10% | -6%
O=C1CCCC2=C1C(c1ccncc1)n1c(nc3ccccc31)N2 (stereo not given) | -4 | -2% | 0.1% | -11% | 2% | -14% | -4% | 1% | -2% | 7%
CC(C)CCOCC(O)CCC(=O)NNC(=S)Nc1ccccc1 (stereo not given) | -4 | -5% | -0.4% | -11% | -5%[46.1 µM] | 8% | -9% | ? | 3% | 7%
N=C1c2ccccc2CN1NC(=O)c1cccc(S(=O)(=O)N2CCCC2)c1 | 0 | -2% | -0.3% | -11% | 2%[46.1 µM] | -6% | -3% | 0% | -2% | 2%
COc1cc(NC(=O)CSc2c3c(nc4ccccc24)CCC3)cc(OC)c1OC | 0 | 1% | 0.1% | -46% | -13%[46.1 µM] | -20% | 9% | ? | -1% | 20%
Cc1cccc(C(=O)Nc2cc(Cl)ccc2-n2cncn2)c1[N+](=O)[O-] | 4 | 0% | 0.3% | 4% | -14% | -24% | . | 17% | -1% | -3%
CCCCC(=O)NNC(=O)N1c2ccccc2Sc2ccccc21 | 0 | -7% | 0.9% | 17% | -2% | -25% | 1% | 14% | -3% | -4%
COc1ccc(N2CC(C(=O)N3CCc4ccccc43)CC2=O)cc1 (stereo not given) | . | . | . | -11% | -2% | -3% | . | . | 0% | .
CN1CCN(S(=O)(=O)c2cccc(C(=O)Nc3ccccc3N3CCCCC3)c2)CC1 | 17 | 10% | -0.1% | -9% | -1% | -30% | . | -26% | -1% | -2%
COc1ccc(CC(=O)Nc2nc3ccccc3s2)cc1S(=O)(=O)N1CCOCC1 | 2 | 5% | 0.3% | -5% | . | -2% | 1% | ? | -9% | -6%
C=CCn1c(SCc2cc(=O)n3ccsc3n2)nnc1C1CCCCC1 | 1 | 5% | 0.1% | -2% | 6% | 2% | 18% | ? | -2% | 7%
COC/C=C/C1=CC2=CC(=O)C(C)(OC(=O)c3cnc4ccccc4n3)C(=O)C2=CN1c1ccc(OC)cc1 (stereo not given) | . | . | . | -5% | 3% | -6% | . | . | -1% | .
O=S(=O)(Nc1cccnc1)c1ccc2c(c1)OCCO2 | 0 | 1% | -0.1% | 16% | 1% | -17% | 0% | 4% | -10% | 7%
O=C(Nc1cc(Cl)ccc1N1CCOCC1)c1ccc(=O)[nH]c1 | . | 4% | -0.3% | 15% | 1% | -3% | . | ? | -5% | -2%
COc1cccc(OCCCN2CCN(S(=O)(=O)c3ccc(NC(C)=O)cc3)CC2)c1 | 14 | . | -0.3% | 11%[7.66 µM] | . | -57% | -4% | ? | -7% | -4%
CCOc1cccc(/C(O)=C2/C(=O)C(=O)N(Cc3cccnc3)C2c2ccco2)c1 (stereo not given) | -5 | -5% | -1.2% | 16% | -36% | 3% | -18% | 2% | -4% | 1%
O=C(CN1CCc2ccccc2C1)Nc1cccc(S(=O)(=O)N2CCCC2)c1 | 1 | 9% | -0.4% | -29% | 4% | -36% | -3% | -6% | -9% | -3%
COC(=O)Nc1sc2c(c1C(N)=O)CCC(C)C2 (stereo not given) | 1 | 3% | -0.4% | -7% | -4% | -6% | 3% | 3% | -1% | -4%
Cc1ccc(NC(=O)COC(=O)C2=NNC(=O)CC2)c(Br)c1 | . | 8% | -0.2% | 6% | 1% | 36% | . | 19% | -2% | 1%
COC(=O)CNC(=O)CN1c2cccc3cccc(c23)S1(=O)=O | -2 | . | . | -10% | 5% | -24% | 0% | . | -3% | .
Cc1ccc(NC(=O)C2CC(=O)N(Cc3ccccc3)C2)nc1 (stereo not given) | 2 | -6% | -0.3% | -2% | -3% | 2% | . | 3% | -3% | 4%
CSCCC(NC(=O)COc1cccc2ccccc12)C(=O)O (stereo not given) | 1 | -31% | -0.4% | ? | -2% | -2% | -5% | 15% | 0% | 1%
COc1ccc(NS(=O)(=O)c2cc(NC(=O)CCNC(=O)c3ccco3)ccc2OC)cc1 | -6 | -8% | -0.4% | 19% | 0% | 3% | . | 8% | -1% | 0%
COc1ccc(-c2csc(NC(=O)CC(NC(C)=O)c3ccccc3)n2)cc1OC (stereo not given) | 1 | -8% | -0.2% | 43% | -7% | -23% | -9% | -3% | -3% | 16%
COc1cc(C(=S)N2CCOCC2)ccc1OC(=O)c1ccccc1[N+](=O)[O-] | 8 | 0% | -0.5% | -23% | 1% | 1% | ? | ? | 0% | 43%
CCn1c(SCC(=O)Nc2nc3ccccc3s2)nnc1-c1ccc(OC)cc1 | -4 | 2% | -0.2% | -3% | -6% | -7% | 11% | 10% | -3% | 5%
Cc1ccccc1C(=O)N1CCN(S(=O)(=O)c2ccccc2)CC1 | -5 | 17% | -0.8% | 6% | -1% | -4% | 16% | -13% | -3% | -4%

The closing 2 entries of the section above come first, to join the parts.
SMILES | TRPV1 agonist | AT treatment | B2AR arrestin | a7 integrin act | TCR activator | BRCA1 expr up | CXXC DNA block | ELG1 repair inh | PTAP TSG101 blk | p53 reactivator
CCn1c(SCC(=O)Nc2nc3ccccc3s2)nnc1-c1ccc(OC)cc1 | -4 | 2% | -0.2% | -3% | -6% | -7% | 11% | 10% | -3% | 5%
Cc1ccccc1C(=O)N1CCN(S(=O)(=O)c2ccccc2)CC1 | -5 | 17% | -0.8% | 6% | -1% | -4% | 16% | -13% | -3% | -4%
O=C(COc1ccc(C(=O)c2ccccc2)cc1)NCC1CCCCC1 | ? | 6% | -0.7% | -12% | 7%[46.1 µM] | -45% | 7% | -14% | 1% | 8%
Cc1cc(C)c(S(=O)(=O)c2ccccc2C(C)C)c(=O)[nH]1 | -4 | -9% | -0.3% | 24% | -2% | 9% | 19% | -5% | -1% | -7%
COc1ccc(CCN2C(=O)CC(NNC(=O)c3ccccc3Br)C2=O)cc1OC (stereo not given) | 2 | -1% | 0.4% | -34%[inhibitor] | -9%[46.1 µM] | -32% | 15% | -5% | 1% | -6%
CCn1nc(C)c(CNC(=O)c2cc(COc3cncc(Cl)c3)on2)c1C | 3 | -4% | 0.1% | -33% | -4% | 2% | 7% | ? | -6% | -10%
CC(=O)Nc1ccc(NC(=O)CSc2ccc(-c3cccs3)nn2)cc1 | -7 | -5% | -0.8% | -31% | 0% | 17% | 10% | -1% | -1% | 1%
O=C(O)CC(Cc1ccccc1)c1ccc2c(c1)OCO2 (stereo not given) | -1 | 5% | 0.1% | 32% | 13% | -9% | 0% | 0% | 0% | ?
CC(=O)Nc1ccccc1NC(=O)c1ccc(C)cc1C | -1 | 0% | -0.5% | 10% | -2% | -20% | ? | -3% | -1% | 12%

High-throughput results deposited in PubChem BioAssay by National Center for Advancing Translational Sciences (NCATS).
